FAS-TE inh – FAS thioesterase domain inhibitors, primary screen, biochemical, fluorescence intensity, uHTS; Fatty acid synthase (Homo sapiens), P49327; recombinant FAS-TE, OMFH fluorogenic substrate, fluorescence endpoint; inhibition, % at 15 µM; 360,000 tested, 0.67% active; AID 602261, 2012;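 active means compounds whose normalised, plate-corrected inhibition of enzyme fluorescence in the single-dose primary screen is 50% or more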;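 further: 0% = DMSO with enzyme and 100% = substrate without enzyme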
MT1-MMP act inh – blockers of MT1-MMP proenzyme processing, primary screen, HT1080 RFP-PRO-GFP cells, GFP/RFP fluorescence. GFP/RFP ratio change, % at 20 µM. GFP/RFP ratio fluorescence, overnight; percent of plate control window, DMSO zero. 360,000 tested, 0.061% active. Matrix metalloproteinase-14 (Homo sapiens), P50281;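 active means GFP/RFP ratio change of at least 30% with cell ATP level not reduced by more than half and red fluorescence within 50% of control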; further: strong numbers were not always called active
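Assay system: RFP-PRO-GFP reporter HT1080 cells; read-out basis: GFP/RFP fluorescence ratio; benchmarks: DMSO wells and RFP-L50D-GFP cells; doses: 20 µM single dose, 1% DMSO; schedule: overnight cell settling, then overnight compound exposure, 37 °C, 5% CO2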
Rin1 Abl inh – inhibitors of Rin1-Abl protein binding, primary screen, biochemical, TR-FRET | 360,000 tested, 0.4% active | Tyrosine-protein kinase ABL1 (Homo sapiens) + Ras and Rab interactor 1 (Homo sapiens), … | inhibition, % at 7.35 µM | AID 588664, 2011; in the data active means inhibition above about 5%, passing the limit was not always enough
MLLE-PAM2 inh – inhibitors of PABP1 MLLE–PAM2 peptide binding, primary screen, biochemical, fluorescence polarization, FITC-PAM2, GST-MLLE; Polyadenylate-binding protein 1 (Homo sapiens), P11940; inhibition, % at 20 µM; 360,000 tested, 0.36% active; in the data active means inhibition above about 35%, passing the limit was not always enough;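 further: plate controls were DMSO wells with GST-MLLE for no effect and wells lacking GST-MLLE protein for full effect; some results filed as inactive read as strong as hits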
bovine MsrA act – bovine MsrA enzyme activators, primary screen, biochemical, absorbance, HTS; activation, % at 10.6 µM; AID 602163, 2012; 360,000 tested, 0.3% active; Methionine sulfoxide reductase A (Bos taurus); purified bovine MsrA, absorbance read-out; in the data active means activation above about 7.5%;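 further: 0% = vehicle and 100% = reference activator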
eLon inh – inhibitors of E. coli Lon protease, primary screen, biochemical, fluorescence polarization. purified E. coli Lon protease. inhibition, % at 7.94 µM. 360,000 tested, 0.42% active. AID 602123, 2011; in the data active means inhibition above about 13%, passing the limit was not always enough;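 further: 0% = enzyme with probe and DMSO and 100% = no enzyme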
Target sequence (P0A9M0 whole entry, looked up): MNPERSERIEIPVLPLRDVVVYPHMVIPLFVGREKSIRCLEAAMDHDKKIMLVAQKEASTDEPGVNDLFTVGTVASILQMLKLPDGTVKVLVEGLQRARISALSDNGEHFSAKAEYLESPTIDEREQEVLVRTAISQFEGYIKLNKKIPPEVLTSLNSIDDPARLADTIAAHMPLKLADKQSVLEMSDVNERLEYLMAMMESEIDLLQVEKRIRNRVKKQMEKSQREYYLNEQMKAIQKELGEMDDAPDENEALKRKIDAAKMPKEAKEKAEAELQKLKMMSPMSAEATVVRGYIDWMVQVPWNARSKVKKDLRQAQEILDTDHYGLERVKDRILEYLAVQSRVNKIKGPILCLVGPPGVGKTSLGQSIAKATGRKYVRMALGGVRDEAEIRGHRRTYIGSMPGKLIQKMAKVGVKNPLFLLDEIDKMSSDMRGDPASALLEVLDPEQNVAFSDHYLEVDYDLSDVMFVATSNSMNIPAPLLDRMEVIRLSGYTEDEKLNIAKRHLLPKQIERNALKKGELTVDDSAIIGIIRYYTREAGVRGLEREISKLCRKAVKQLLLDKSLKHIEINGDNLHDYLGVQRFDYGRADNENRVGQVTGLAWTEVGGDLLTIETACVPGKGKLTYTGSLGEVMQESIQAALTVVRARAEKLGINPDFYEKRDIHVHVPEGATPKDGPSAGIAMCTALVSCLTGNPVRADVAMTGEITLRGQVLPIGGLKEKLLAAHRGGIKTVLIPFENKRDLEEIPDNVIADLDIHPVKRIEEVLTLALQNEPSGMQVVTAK
MsrA inhibitor – bovine MsrA enzyme inhibitors, primary screen, biochemical, absorbance, HTS; Methionine sulfoxide reductase A (Bos taurus); purified bovine MsrA, absorbance read-out; inhibition, % at 15.5 µM; 360,000 tested, 0.75% active; in the data active means inhibition above about 4.5%;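 further: 0% = vehicle wells with enzyme and 100% = reference inhibitor wells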
Rpn11 block – Rpn11 (PSMD14) deubiquitinase inhibitors, primary screen, biochemical, fluorescence polarization, uHTS; human 26S proteasome, Ub4-pepOG fluorescence polarization; 20S core pre-blocked with epoxomicin; calls only at 20 µM; 360,000 tested, 0.59% active;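 active means inhibition at 20 µM, scaled to each plate's controls, above about 33%, limit read from the data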
Target sequence (O00487 whole entry, looked up): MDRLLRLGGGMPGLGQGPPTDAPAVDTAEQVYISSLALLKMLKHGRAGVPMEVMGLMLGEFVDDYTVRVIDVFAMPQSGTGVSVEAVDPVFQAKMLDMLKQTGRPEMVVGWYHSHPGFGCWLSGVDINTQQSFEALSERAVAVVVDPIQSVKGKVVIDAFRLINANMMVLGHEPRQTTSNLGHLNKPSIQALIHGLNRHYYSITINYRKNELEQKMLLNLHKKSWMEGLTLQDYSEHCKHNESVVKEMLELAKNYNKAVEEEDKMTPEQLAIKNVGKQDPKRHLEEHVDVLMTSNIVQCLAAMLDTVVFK
CSN deneddyl inh – inhibitors of CSN-mediated cullin deneddylation, primary screen, biochemical, fluorescence polarization, uHTS | Purified CSN, SCF-Nedd8-OG deneddylation | inhibition, % at 12.5 µM | 360,000 tested, 0.38% active | COP9 signalosome complex subunit 5 (Homo sapiens), Q92905 | AID 651999, 2013;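 active means pattern-corrected inhibition above about 35%, with an unprinted fluorescence ratio check between 0.5 and 1.5, limit read from the data, passing the limit was not always enough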;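 further: 0% = enzyme with substrate and 100% = substrate without enzyme; some results filed as inactive read as strong as hits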
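Schedule: reaction 90 min, room temperature / Assay system: HEK293T-derived human Csn5 enzyme / Input: Csn5 at 0.24 nM final / Measure: inhibition of Csn5 cleavage, % / Control set: substrate-only high control, full reaction low control / Technique: fluorescence polarization of the substrate / Buffer or medium: Tris/NaCl/DTT buffer, pH 7.5 / Reagent: SCFSkp2-Nedd8OG substrate at 10 nM final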
* = called active by the depositor; i = inactive; nt = not tested or not shown.

SMILES	FAS-TE inh	MT1-MMP act inh	Rin1 Abl inh	MLLE-PAM2 inh	bovine MsrA act	eLon inh	MsrA inhibitor	Rpn11 block	CSN deneddyl inh
COc1ccccc1-c1nnn(CC#N)n1	-3	-3	4	0	-1	-6	-1.2	i	2
O=C(O)CCCNS(=O)(=O)c1cccs1	-8	4	1	9	-2	8	-0.3	i	0
O=C(O)CCC(=O)Nc1ccc(S(=O)(=O)Nc2nccs2)cc1	-2	1	-1	8	-2	-2	0.2	i	-1
COC(=O)COc1cccc2c(=O)n(CC(=O)Nc3ccc4c(c3)OCCO4)ccc12	-3	8	5	0	-10	2	-0.7	i	3
Cc1ccc(C)c(S(=O)(=O)N2CCN(C(=O)[C@H](Cc3ccccc3)NC(=O)c3ccco3)CC2)c1	3	-2	3	8	-3	-3	0.3	i	4
O=C1c2cccc3cccc(c23)C(=O)N1CCCCCc1n[nH]c(=S)o1	1	3	1	-71	5	-4	2.7	i	1
COC(=O)c1sccc1NC(=S)N1CCCC(C)C1 (stereo not given)	5	-4	1	-2	-10	3	1.1	i	-2
COc1ccc(C(C)(O)c2nc(-c3cc(F)cc(F)c3)cs2)cc1 (stereo not given)	23	1	0	-5	-2	-3	2.3	i	-1
O=C(c1cccc([N+](=O)[O-])c1)c1ccc2c(c1)OCCOCCOCCOCCO2	-2	3	-2	2	-2	-11	0.7	i	1
O=C(CN1CCN(Cc2ccc(Cl)cc2)C1=O)NCCCN1CCN(c2ccc(F)cc2)CC1	-8	-1	-1	-1	-4	5	-1.6	i	-3
CC(C)COc1ccc(C(=O)Nc2ccc([N+](=O)[O-])cc2)cc1	-2	3	0	-10	-8	4	nt	i	2
C[C@H]1CN([C@@H](C)CO)C(=O)c2cc(C#CCC3CCCC3)cnc2O[C@@H]1CN(C)C(=O)CC1CC1	-6	0	0	-80	-1	7	-0.2	i	1
CCOC(=O)C1CCCN(Cc2c(Cl)cccc2Cl)C1 (stereo not given)	9	-2	0	0	-3	1	nt	i	-2
CCCC(=O)N1CCOCC1c1cc(C(=O)NCc2ccccc2)no1 (stereo not given)	-9	-2	-4	6	-2	-7	-1.0	i	-3
CCOc1cc(C(=O)NCC(C)CN(C)C)cc(OCC)c1OCC (stereo not given)	-10	0	-2	4	-7	-14	0.8	i	-1
CN(Cc1ccccc1)c1ncc(C=O)s1	-4	1	-2	4	-6	-6	7.5*	i	-2
O=C(OCc1nnc(-c2ccccc2)o1)c1ccc([N+](=O)[O-])o1	-3	5	-1	-4	2	7	1.3	i	-5
CC(NC(=O)c1cc2cc(Cl)ccc2oc1=N)c1ccccc1 (stereo not given)	12	3	4	-18	-14	-6	0.8	i	7
COc1ccc(/C=N/Nc2cc(C)nc3ccccc23)cc1	-5	11	-13	-57	-6	-7	0.4	i	4
COc1ccc(CNC(=O)C(CC(C)C)NC(=O)c2ccccc2C)cc1 (stereo not given)	1	1	3	-1	-3	8	-0.3	i	-3
CCN1C=C(Cc2ccc(F)cc2)C2=C(C1)C(c1ccc(F)cc1)C(C#N)=C(N)O2 (stereo not given)	5	-7	2	5	-9	-13	0.6	i	0
CCOC(=O)c1sc(NC(=O)c2cc(-c3ccccc3C)nc3ccccc23)c(C#N)c1C	31	-9	4	18	-4	-5	-0.2	i	0
Cc1cccc(/C(N)=N/OC(=O)N2c3ccccc3Sc3ccccc32)c1	20	-2	1	0	-6	-1	0.3	i	0
C/C(=C1/SC(N2CC(C)OC(C)C2)=NC1=O)c1ccccc1 (stereo not given)	-7	-3	-3	4	-3	2	1.8	i	1
CCOC(=O)c1c(C)[nH]c(C(=O)COC(=O)/C=C/c2ccc(O)c(OC)c2)c1C	-8	4	1	-5	0	-11	2.6	i	-1
CC(C)=C1C2CCC1C1C(=O)N(NC(=O)c3ccco3)C(=O)C21 (stereo not given)	-15	0	0	1	-4	-2	0.0	i	2
CCC(=O)Nc1nc2ccccc2n1CCN(C)C	-5	3	0	-5	-5	-2	-1.0	i	-1
C/C(=N\OC(=O)c1ccc(F)cc1)c1nccs1	-8	-2	-2	-1	-4	-7	0.9	i	-1
CC(c1ccccc1F)n1cc(C(=O)NCCCc2nc3ccccc3[nH]2)nn1 (stereo not given)	-2	1	-1	-3	-3	4	0.2	i	6
Nc1nc2n(n1)C(c1c(F)cccc1Cl)CC(c1ccc(F)cc1)N2 (stereo not given)	-6	3	0	-10	-3	-6	-0.2	i	-10
CCCNC(=O)CN(Cc1ccco1)S(=O)(=O)c1ccc(OCC)cc1	-5	0	-2	-3	-2	-6	0.8	i	-1
Cc1cc(C)c2c3c(sc2n1)C1(CCSCC1)C(C#N)=C(N)O3	24	19	2	0	-5	-4	3.7	i	9
Cc1ccc(S(=O)(=O)N(C)c2ccc(C(=O)N3CCC(C(N)=O)CC3)cc2)cc1	-2	-3	1	8	-4	-1	-0.6	i	-1
Cc1cc2c(cc1S(=O)(=O)N1CCN(c3cccc(C)c3C)CC1)OCC(=O)N2	21	1	-1	-8	-2	-2	-0.1	i	-1
Cc1ccc(NC(=O)N2CCC(NC(=O)C(C)(C)C)CC2)cc1	-5	-5	-1	0	-9	0	0.7	i	3
CC(NS(=O)(=O)c1ccc(OCC(=O)NCc2cccnc2)cc1)c1ccccc1 (stereo not given)	-5	4	4	6	-3	-3	-1.1	i	1
CCc1ccc(C(=O)NNC(=O)Cn2c(=O)cnc3ccccc32)cc1	-6	0	-2	-7	0	0	-1.1	i	-3
Cn1cccc1CC(=O)N/N=C/c1cccc([N+](=O)[O-])c1	9	-1	3	14	-5	-8	-0.5	i	3
CC(=O)c1c(C(C)=O)c(C)n(-c2ccc(N)cc2)c1C	-10	0	-3	-16	-7	-7	-0.5	i	-4
CNC(=O)CSc1nnc(CCc2ccccc2)n1-c1ccccc1	-7	-3	4	3	-5	-7	-0.5	i	-4
COC(=O)c1ccccc1Nc1cc(C)nc2nc(C)nn12	-7	-1	0	-10	-7	1	0.7	i	-2
CCOC(=O)C1CCCN(C(=O)c2sc3nc(C)nc(N(CC)CC)c3c2C)C1 (stereo not given)	0	0	1	17	-1	4	-0.2	i	2
COc1ncccc1-c1cnc2cccnn12	-8	-6	-4	11	-1	3	3.0	i	-2
COc1ccc(NC(=O)c2ccc3c(=O)n(-c4ccc(OC)cc4OC)c(=S)[nH]c3c2)cc1	10	4	1	27	-4	-1	0.6	i	2
COc1cc(C(=O)Nc2ccc3c(c2)N(C(=O)CN2CCN(C)CC2)c2ccccc2CC3)cc(OC)c1OC	-2	-1	-2	-4	-7	7	0.7	i	8
COc1ccc(OC)c(CCNC(=O)Cn2cccc2C(=O)c2ccccc2C)c1	-1	0	-1	-18	2	-1	1.2	i	-5
Cc1cc(C(=O)NC2=NCCS2)cs1	-12	5	1	28	3	-11	0.1	i	5
COc1ccc(C(CC(=O)O)NC(=O)c2ccccc2[N+](=O)[O-])cc1 (stereo not given)	6	0	0	4	-1	-3	0.5	i	-4
C[n+]1cccc(C(=O)Nc2ccccc2)c1	-2	-1	1	-117	0	-3	-0.4	i	3
Cc1cc(C)c2c(CN3CCN(c4ccccc4F)CC3)cc(=O)oc2c1	39	1	3	-43	-4	5	1.9	i	-3
Cc1cc(=O)[nH]c(/N=C(\N)Nc2cccc3ccccc23)n1	-8	-3	0	-4	-2	2	0.1	i	19
CCC(=O)NCc1ccc2[nH]c(C)cc2c1	-4	8	1	17	-3	4	0.3	i	1
CC1CCCC(NC(=O)NC(=O)CCl)C1C (stereo not given)	4	0	1	-9	-3	-10	-1.5	i	3
Cn1c(N)c(C(=O)COC(=O)c2cccc(S(=O)(=O)NCc3ccccc3)c2)c(=O)n(C)c1=O	6	4	5	-3	0	-3	-0.4	i	-7
NC(=O)CC(NC(=O)c1ccccc1)c1ccc(NC2CCCCCCC2)c([N+](=O)[O-])c1 (stereo not given)	-2	10	1	-25	5	-5	-0.2	i	3
O=C(N/C(=C/c1ccc(Br)cc1)C(=O)N1CCOCC1)c1ccc(Br)o1	-5	-1	0	7	-1	-7	1.4	i	-7
Clc1ccccc1OCc1nnc(-c2ccccc2Br)o1	24	4	-1	-18	-4	2	1.0	i	2
O=C(OCC(=O)c1cccs1)c1ccc([N+](=O)[O-])o1	2	1	2	-9	6	0	1.8	i	-11
Clc1cccc2sc(N3CCCCC3)nc12	8	-2	3	4	1	0	-0.7	i	-3
Cc1cc(Cl)c2oc(C(=O)NC3CCC(O)CC3)c(C)c2c1 (stereo not given)	-2	-4	0	2	-1	-10	-0.8	i	3
Remaining list, next part
SMILES	FAS-TE inh	MT1-MMP act inh	Rin1 Abl inh	MLLE-PAM2 inh	bovine MsrA act	eLon inh	MsrA inhibitor	Rpn11 block	CSN deneddyl inh
COc1ccc(C(=O)COc2ccccc2C(=O)Nc2ccccc2)cc1	28	-1	3	4	-6	4	-1.2	i	-5
COc1cc2cc(Oc3ccc4ccc(=O)oc4c3)c(=O)oc2cc1OC(=O)/C=C/c1ccccc1	35	-2	2	-3	-6	11	-0.7	i	8
Cc1cccc(NS(=O)(=O)c2cc(OCC(N)=O)c(C)cc2Cl)c1	-2	-3	1	-4	-13	-7	-1.8	i	-2
CCn1cc(/C=N/NC(=O)COc2cccc3cccnc23)c2ccccc21	-3	-1	-3	-4	-5	0	0.9	i	-9
COc1cccc(C2=NOC(C(=O)NC(C)(C)C)C2)c1 (stereo not given)	-4	1	-1	3	-3	0	1.6	i	-1
Cc1ccc(S(=O)(=O)NCCC(=O)N2CCC(C)CC2)cc1	-4	1	-2	9	-3	-15	1.6	i	1
CCc1c(C)sc(NC(=S)N2CC(C)OC(C)C2)c1C(=O)OC (stereo not given)	1	-3	1	-19	-2	4	-0.6	i	-3
COc1ccc(CCNC(=O)C2CCCN(c3ncnc4c3nc3n4CCCCC3)C2)c(OC)c1 (stereo not given)	1	-5	6	-3	-9	10	1.3	i	-2

Single records, from the list above.
CCn1cc(/C=N/NC(=O)COc2cccc3cccnc23)c2ccccc21 as listed: FAS-TE inh: -3; MT1-MMP act inh: -1; Rin1 Abl inh: -3; MLLE-PAM2 inh: -4; bovine MsrA act: -5; eLon inh: 0; MsrA inhibitor: 0.9; Rpn11 block: i; CSN deneddyl inh: -9
COc1cccc(C2=NOC(C(=O)NC(C)(C)C)C2)c1 (stereo not given) as listed: FAS-TE inh: -4; MT1-MMP act inh: 1; Rin1 Abl inh: -1; MLLE-PAM2 inh: 3; bovine MsrA act: -3; eLon inh: 0; MsrA inhibitor: 1.6; Rpn11 block: i; CSN deneddyl inh: -1
COc1cc2cc(Oc3ccc4ccc(=O)oc4c3)c(=O)oc2cc1OC(=O)/C=C/c1ccccc1 as listed: FAS-TE inh: 35; MT1-MMP act inh: -2; Rin1 Abl inh: 2; MLLE-PAM2 inh: -3; bovine MsrA act: -6; eLon inh: 11; MsrA inhibitor: -0.7; Rpn11 block: i; CSN deneddyl inh: 8
